NS5 inhibitors = flavivirus cap methylation enzyme inhibition – biochemical, confirmation dose response, primary screen (AID 588689). Dengue-2 NS5 methyltransferase capping enzyme assay, biochemical; higher % means a stronger effect. inhibition, % at 25 µM, or IC50 in µM where a hit was titrated. 0.3% of 340,000 active; in the data active = a potency from the dose series; inconclusive = inhibition above about 29% without an active follow-up result
GPR55 activation = selective activators of receptor GPR55 – imaging, U2OS cells, beta-arrestin-GFP redistribution, primary screen (AID 1961); U2OS GPR55 beta-arrestin-GFP redistribution imaging; higher % means a stronger effect; 0.048% of 290,000 active; activation, % at 10 µM; hits with a dose series show EC50 in µM;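 active = activation above 40% with more than 50 cells counted in the well; inconclusive = wells holding fewer than 50 cells, flagged as toxic or sparse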;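 note: U2OS osteosarcoma cells stably expressing GPR55 and beta-arrestin-GFP; plate controls were DMSO negative control for no effect and LPI positive control for full effect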
KOR beta-arrestin-1 = KOR agonists, beta-arrestin recruitment, primary screen, cell-based, luminescence, uHTS (AID 1777) | activation, % at 10 µM; hits with a dose series show EC50 in µM | KOR beta-arrestin recruitment, luminescence; higher % means a stronger effect | 0.02% of 280,000 active; in the data active = activation above about 50%, passing the limit was not always enough; note: a part of the inactive calls stands beside numbers as strong as those of hits
HIV fusion peptide = inhibitors of HIV fusion peptide binding, primary screen, biochemical, uHTS, fluorescence dequenching (AID 1986). cell-free peptide binding, fluorescence dequenching, 30 min; higher % means a stronger effect. one-dose inhibition, % at 20 µM; IC50 in µM for titrated hits. 0.3% of 290,000 active; in the data active = inhibition mostly above about 52%, no sharp cut-off; inactive = mostly below about 76%; note: some results filed as inactive read as strong as hits
West Nile antiviral = West Nile virus antiviral activity, cell-based, CPE readout (AID 1621); CPE inhibition, % at 10 µM; hits with a dose series show IC50 in µM; 0.02% of 290,000 active; West Nile virus-infected cells, CPE inhibition; higher % means a stronger effect; in the data active = a potency from the dose series; inconclusive = CPE inhibition mostly from about 3.7% at the one dose, without a potency; inactive = the rest, 99 in 100 with CPE inhibition below about 2.2%; note: strong numbers were not always called active
GPR35 arrestin U2OS = GPR35 antagonists blocking zaprinast-driven arrestin recruitment, primary screen, imaging, U2OS, beta-arrestin-GFP, zaprinast agonist (AID 2058); U2OS GPR35 beta-arrestin-GFP translocation imaging, zaprinast antagonism; higher % means a stronger effect; inhibition, % at 10 µM, or IC50 in µM where a hit was titrated; 0.052% of 290,000 active;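 active = inhibition of at least 50% with at least 30 cells and total cytoplasm GFP at most 10,000,000; inconclusive = under 30 cells or total GFP of 10,000,000 plus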
KOR beta-arrestin-2 = KOR antagonists, beta-arrestin recruitment, cell-based, luminescence, uHTS (AID 1778); KOR beta-arrestin recruitment, luminescence, antagonist mode; higher % means a stronger effect; inhibition, % at 10 µM; hits with a dose series show IC50 in µM; 0.091% of 290,000 active; in the data active = inhibition above about 50%; note: strong numbers were not always called active
NOD1 inhibition = inhibition of NOD1-driven NF-kB reporter – cell-based, luminescence, uHTS, primary screen (AID 1578); NOD1-driven NF-kB luciferase reporter cells, luminescence; higher % means a stronger effect; one-dose inhibition, % at 4 µM; EC50 in µM for titrated hits; 1% of 290,000 active; in the data active = inhibition mostly above about 36%, no sharp cut-off; inactive = mostly below about 34%;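 note: HEK-293T reporter cells stimulated with the NOD1 agonist gamma-tri-DAP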
GPR55 LPI antagonism = GPR55 antagonists blocking LPI-driven arrestin recruitment, primary screen, imaging, U2OS, beta-arrestin-GFP, LPI agonist (AID 2013); U2OS GPR55 beta-arrestin-GFP translocation imaging, LPI antagonism; higher % means a stronger effect; inhibition, % at 10 µM, or IC50 in µM where a hit was titrated; 0.13% of 290,000 active;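 active = spots per cell inhibited over 60%, with over 100 cells counted and total cytoplasm intensity under 500,000; inconclusive = wells with under 100 cells, flagged as likely toxic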;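 note: U2OS cells stably carrying GPR55 and arrestin-GFP stimulated by 5 µM LPI near EC80; imaged beta-arrestin-GFP aggregate spots per cell after agonist stimulation; plate controls were LPI-stimulated DMSO wells for no effect and DMSO wells without LPI for full effect; some results filed as inactive read as strong as hits; confirmed hits need IC50 under 10 µM and bright autofluorescent wells are also inconclusive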
NS5 inhibitors pilot replicate = also measured in NS5 inhibitors; calls as there; inhibition, %; measured here: pilot screen replicate inhibition
An asterisk follows results filed as active; u = inconclusive; x = no result given; [ ] = another dose, or the depositor's remark. Some of the compounds tested; rates above refer to the full screens.

SMILES	NS5 inhibitors	GPR55 activation	KOR beta-arrestin-1	HIV fusion peptide	West Nile antiviral	GPR35 arrestin U2OS	KOR beta-arrestin-2	NOD1 inhibition	GPR55 LPI antagonism	others
N#Cc1cc([N+](=O)[O-])ccc1NC(=O)COC(=O)C12CC3CC(CC(C3)C1)C2	x	-0.2%	3.8%	-1.1%	-0.9%	-27%	-23%	10%	-4%
CCn1cc([N+](=O)[O-])c(C(=O)N2N=C(c3ccc(O)c(OC)c3)CC2c2ccccc2O)n1 (centres undefined)	-9%	-0.1%	6.4%	-1.6%	-0.4%	1%	-51%	58%	-1%
COC(=O)C1=CN(CC2CCCO2)C=C(C(=O)OC)C1c1ccsc1 (centres undefined)	-9%	-0.2%	-4.3%	-1.0%	-0.1%	7%	-32%	-23%	12%	NS5 inhibitors pilot replicate=-0.3
Cc1ccc(CN2CCc3c(OCC(=O)Nc4cc(C)ccc4C)cccc3C2=O)cc1	x	0.6%	6.6%	0.7%	-0.6%	7%	8%	-21%	0%
O=C(CNC(=O)c1cccc(F)c1)N/N=C/c1ccc(O)c([N+](=O)[O-])c1	3%	-0.2%	-1.0%	7.3%	-0.4%	-13%	6%	-2%	5%
COc1ccc(N(C(=O)/C=C/c2ccccc2)C2=CC3CCC(C2)N3C)cc1 (centres undefined)	-6%	-0.1%	0.8%	-1.3%	0.1%	-21%	8%	10%	-13%
CS(=O)(=O)N1CCN(c2ccc(NC(=O)c3ccc([N+](=O)[O-])o3)cc2)CC1	-5%	0.4%	1.1%	-2.7%	-1.9%	-10%	25%	11%	10%
C[C@@H]1C(=O)O[C@H]2[C@H](O)[C@@]34[C@H]5C[C@@H](C(C)(C)C)[C@]36[C@@H](OC(=O)[C@@H]6O)O[C@@]4(C(=O)O5)[C@@]12O	-8%	-0.1%	-5.1%	0.2%	-0.1%	-8%	-34%	3%	7%
COc1ccc(CCC(=O)NC(C)C2CCCO2)cc1 (centres undefined)	-7%	0.2%	5.3%	2.4%	0.6%	-14%	-27%[20 µM]	12%	1%	NS5 inhibitors pilot replicate=-0.3
O=C(Nc1ccc(O)cc1)c1ccc2c(c1)C(=O)N(Cc1cccnc1)C2=O	0%	-0.1%	-3.0%	-1.3%	-0.2%	-4%	-2%	-11%	6%
COc1ccccc1CNC(=O)CCCNC(=O)c1ccc(Cl)cc1	-3%	-0.2%	4.7%	-1.5%	-0.7%	4%	-14%	-8%	-4%
Cn1cc([N+](=O)[O-])c(C(=O)N2CCCCCC2)n1	1%	-0.2%	-3.4%	-0.9%	-0.1%	0%	32%	-32%	3%
CN1/C(=C\C(=O)CN2C(=O)NC3(CCCCCC3)C2=O)C(C)(C)c2ccccc21	-2%	-0.1%	-2.7%	1.1%	-0.5%	-1%	11%	-12%	-14%
Cc1cccc(NN=C2c3ccccc3-c3ccccc32)c1	1%	-0.3%	1.1%	3.3%	-0.7%	19%	10%	-16%	-2%
Fc1ccc(-n2cnnn2)c(F)c1	2%	0.1%	-8.8%	3.5%	-0.6%	11%	9%	-4%	2%
COc1cccc(CNC(=O)Cc2ccc(-n3c(=O)[nH]c4ccccc4c3=O)cc2)c1	1%	-0.4%	3.3%	-1.6%	-0.9%	-2%	7%	-25%	-14%
Cn1c(=O)c2c(SCC(=O)N3CCN(c4ccccc4)CC3)nc(C3CC3)nc2n(C)c1=O	-6%	-0.1%	-1.5%	0.1%	0.1%	7%	-10%	14%	8%
Nc1nnc(Cc2ccc(Cl)cc2)s1	-5%	-0.2%	-2.4%	-2.2%	0.2%	6%	-2%	-13%	12%
O=C(Nc1n[nH]c(C(F)(F)F)n1)c1cccs1	-21%	0.2%	5.5%	-0.1%	0.1%	12%	5%	-15%	-4%
COc1cccc2cc(C(=O)N3CCN(C45CC6CC(CC(C6)C4)C5)CC3)c(=O)oc12	2%	-0.2%	1.7%	0.1%	-0.7%	26%	-17%	-1%	3%

Some of these compounds in order of length of the SMILES, low to high:
SMILES	NS5 inhibitors	GPR55 activation	KOR beta-arrestin-1	HIV fusion peptide	West Nile antiviral	GPR35 arrestin U2OS	KOR beta-arrestin-2	NOD1 inhibition	GPR55 LPI antagonism	others
Nc1nnc(Cc2ccc(Cl)cc2)s1	-5%	-0.2%	-2.4%	-2.2%	0.2%	6%	-2%	-13%	12%
COc1ccc(N(C(=O)/C=C/c2ccccc2)C2=CC3CCC(C2)N3C)cc1 (centres undefined)	-6%	-0.1%	0.8%	-1.3%	0.1%	-21%	8%	10%	-13%
N#Cc1cc([N+](=O)[O-])ccc1NC(=O)COC(=O)C12CC3CC(CC(C3)C1)C2	x	-0.2%	3.8%	-1.1%	-0.9%	-27%	-23%	10%	-4%

Next section
SMILES	NS5 inhibitors	GPR55 activation	KOR beta-arrestin-1	HIV fusion peptide	West Nile antiviral	GPR35 arrestin U2OS	KOR beta-arrestin-2	NOD1 inhibition	GPR55 LPI antagonism	others
Cc1ccccc1N1CC(C(=O)Nc2nnc(SCc3cccnc3)s2)CC1=O (centres undefined)	-8%	-0.1%	-0.8%	2.6%	0.1%	-7%	12%	-24%	-9%
CCOC(=O)N1CCN(c2ccnc3cc(Cl)ccc23)CC1	-2%	-0.2%	-5.9%	-0.8%	-1.0%	-5%	-54%	-6%	-14%
CN(C)C(CNC(C(=O)Nc1ccc(F)cc1)c1ccccc1)c1ccccc1 (centres undefined)	2%	-0.1%	-4.4%	-0.8%	-0.6%	11%	11%	-15%	0%
O=C(CNS(=O)(=O)c1ccccc1)NCC(=O)OCc1ccc(Br)cc1	-2%	0.8%	-1.6%	1.2%	0.6%	-12%	-31%	-23%	1%
CC(C)C(=O)Nc1ccc(Br)cc1Cl	x	0.1%	-2.2%	-2.2%	-0.2%	-3%	-2%	6%	-2%
O=C(Cc1cccc2ccccc12)Nc1ccc(OC(F)F)c(Cl)c1	-5%	-0.4%	5.7%	0.1%	-0.3%	6%	x	-19%	1%
N=c1c(C(=O)NC2CCCCC2)cc2c(=O)n3ccccc3nc2n1Cc1ccccc1	u	-0.1%	-3.3%	-0.8%	-1.0%	14%	0%	-8%	22%
Cc1ccc(-c2nc3ccccc3c(=O)o2)cc1	4%	-0.2%	0.7%	2.0%	1.0%	4%	2%[20 µM]	-51%	-8%
CN(C1CCCCC1)S(=O)(=O)c1cccc(C(=O)OCC(=O)NC2CCCc3ccccc32)c1 (centres undefined)	2%	0.1%	1.0%	-0.7%	-0.2%	-8%	x	-9%	8%
CCOC(=O)C1CCCCN1C(=O)CCn1nnnc1CN1CCOCC1 (centres undefined)	-8%	-0.1%	4.0%	1.9%	1.0%	-3%	-12%	-19%	-2%
N#CC1C(=O)NC(N2CCN(c3ccccc3)CC2)=NC12CCCCC2 (centres undefined)	-1%	-0.1%	9.9%	0.8%	0.2%	8%	10%	1%	-2%
CCOc1ccc(N2C(=O)CC(N3CCc4ccccc43)C2=O)cc1 (centres undefined)	-7%	-0.2%	-10%	-0.7%	-0.1%	2%	12%	17%	-4%
COc1cscc1C(N)=O	x	-0.1%	2.0%	-0.1%	0.2%	-1%	-1%	7%	6%
CCOc1ccc(C2CC(c3cccc(OC)c3)Nc3ncnn32)cc1 (centres undefined)	4%	0.2%	3.3%	-1.6%	-0.2%	10%	3%	-7%	-2%
CCC(C(=O)Nc1ccc(C(=O)Nc2ccccc2C(=O)O)cc1)c1ccccc1 (centres undefined)	-5%	0.2%	1.4%	60%	0.7%	-27%	0%	1%	2%
Cc1ccc(-c2nc3c(c(=O)c4ccccc4n3C)c(=O)n2-c2ccc(F)cc2)cc1	1%	0.9%	-1.8%	-0.6%	-0.3%	-3%	3%	8%	-9%
CC(=O)Nc1ccccc1C(=O)C(=O)Nc1ccccc1	-2%	-0.1%	1.3%	-0.1%	-0.2%	2%	7%	-17%	-10%
O=C(N/N=C/c1c(F)cccc1Cl)c1ccc(Cn2cc(Br)cn2)o1	-2%	0.0%	0.3%	-0.8%	-0.6%	5%	-45%	-10%	8%
COc1nccnc1NS(=O)(=O)c1ccc(NC(=S)NC(=O)c2cccc(F)c2)cc1	-4%	0.1%	1.2%	5.8%	-0.2%	1%	42%	-18%	2%
COc1ccc(-c2cc3c(=O)n(CC(=O)NCCCN4CCC(Cc5ccccc5)CC4)ncn3n2)cc1	4%	0.6%	-2.1%	-1.9%	-0.5%	1%	-40%	32%	-2%
Cn1c(NC(=O)c2ccccc2F)cc(=O)n(C)c1=O	-8%	-0.1%	-9.6%	-1.8%	0.2%	16%	4%	3%	12%
COc1ccc(OC)c(C2=NOC(C(=O)Nc3cc(C)on3)C2)c1 (centres undefined)	4%	-0.3%	2.5%	-1.9%	-0.2%	-2%	7%	-6%	7%

Entries above with two or more sulfur atoms:
SMILES	NS5 inhibitors	GPR55 activation	KOR beta-arrestin-1	HIV fusion peptide	West Nile antiviral	GPR35 arrestin U2OS	KOR beta-arrestin-2	NOD1 inhibition	GPR55 LPI antagonism	others
Cc1ccccc1N1CC(C(=O)Nc2nnc(SCc3cccnc3)s2)CC1=O (centres undefined)	-8%	-0.1%	-0.8%	2.6%	0.1%	-7%	12%	-24%	-9%
COc1nccnc1NS(=O)(=O)c1ccc(NC(=S)NC(=O)c2cccc(F)c2)cc1	-4%	0.1%	1.2%	5.8%	-0.2%	1%	42%	-18%	2%
